Bioassay records (PubChem)
UBC13 polyUb = blocks human UBC13 polyubiquitin chain formation; P61088; 0.47% of 330,000 active; TR-FRET; inhibition, % at 20 µM; in the data active means inhibition above about 45%, passing the limit was not always enough; inconclusive means no clear call, values can overlap the other calls
Target sequence (P61088 whole entry, looked up): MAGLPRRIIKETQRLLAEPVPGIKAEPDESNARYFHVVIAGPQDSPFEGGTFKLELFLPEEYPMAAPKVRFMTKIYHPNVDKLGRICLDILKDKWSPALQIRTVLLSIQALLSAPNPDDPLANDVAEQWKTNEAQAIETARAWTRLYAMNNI
EBI2 block = blocks human EBI2 receptor beta-arrestin signaling. inhibition, % at 5 µM. 0.81% of 360,000 active. EBI2 beta-arrestin recruitment, luminescence, 7a,25-OHC stimulated. P32249; in the data active means inhibition above about 38%;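 further: enzyme fragment complementation signal reports receptor beta-arrestin coupling in cells; 0% = agonist plus DMSO wells and 100% = wells without agonist; some results beyond the cut were filed as inactive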
APJ antag = antagonists of human APJ apelin receptor. 0.32% of 330,000 active. inhibition, % at 20 µM. CHO-K1 APJ beta-arrestin complementation, luminescence. P35414;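 active means inhibition above about 40% at 20 µM, limit read from the data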;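 further: cells challenged with 10 nM apelin-13 agonist together with compound; plate controls were apelin-13 plus DMSO wells for no effect and DMSO wells lacking apelin-13 for full effect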
Jurkat NFkB inh = lowers PMA/ionomycin-induced NF-kB signal in Jurkat cells | PMA/ionomycin-induced NF-kB luciferase reporter, luminescence | 0.53% of 330,000 active | inhibition, % at 4 µM | AID 435003; in the data active means inhibition above about 50%
Gli-Sufu antag = Gli-Sufu pathway antagonism; Sufu-KO-LIGHT fibroblasts, Gli luciferase reporter luminescence; inhibition, % at 5 µM; 0.74% of 340,000 active;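 active means inhibition above about 55%, limit read from the data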;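 further: 0% = DMSO-treated cells and 100% = wells with medium but no cells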
CCR6 antagonist = CCR6 (human) receptor antagonism | CHO-K1 CCR6 PathHunter beta-arrestin, luminescence, CCL20-stimulated | inhibition, % at 20 µM | 0.49% of 340,000 active;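 active means compounds whose inhibition of the agonist-driven luminescence signal at 20 µM reaches about 50%, limit read from the data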;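 further: cells stimulated with CCL20 at 14 nM final; plate controls were DMSO with CCL20 for no effect and DMSO without agonist for full effect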
Target sequence (P51684 whole entry, looked up): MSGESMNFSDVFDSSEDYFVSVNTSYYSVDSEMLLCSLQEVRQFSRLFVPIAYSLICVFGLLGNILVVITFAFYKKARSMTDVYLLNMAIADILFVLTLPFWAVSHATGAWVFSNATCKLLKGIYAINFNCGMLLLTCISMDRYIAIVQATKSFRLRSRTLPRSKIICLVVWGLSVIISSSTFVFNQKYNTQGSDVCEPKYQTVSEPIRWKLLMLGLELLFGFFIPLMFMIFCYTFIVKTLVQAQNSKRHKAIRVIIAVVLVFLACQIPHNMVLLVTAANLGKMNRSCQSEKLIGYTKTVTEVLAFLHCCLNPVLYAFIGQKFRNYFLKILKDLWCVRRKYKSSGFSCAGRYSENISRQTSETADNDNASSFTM
CXCR6 block = inhibitors of human CXCR6 receptor. O00574. inhibition, % at 20 µM. 0.36% of 360,000 active. CHO-K1 PathHunter CXCR6 beta-arrestin, luminescence; in the data active means inhibition above about 34%, passing the limit was not always enough;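 further: antagonist mode with CXCL16 agonist at 10 nM final; 0% = 10 nM CXCL16 with DMSO and 100% = unstimulated wells without agonist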
Target sequence (O00574 whole entry, looked up): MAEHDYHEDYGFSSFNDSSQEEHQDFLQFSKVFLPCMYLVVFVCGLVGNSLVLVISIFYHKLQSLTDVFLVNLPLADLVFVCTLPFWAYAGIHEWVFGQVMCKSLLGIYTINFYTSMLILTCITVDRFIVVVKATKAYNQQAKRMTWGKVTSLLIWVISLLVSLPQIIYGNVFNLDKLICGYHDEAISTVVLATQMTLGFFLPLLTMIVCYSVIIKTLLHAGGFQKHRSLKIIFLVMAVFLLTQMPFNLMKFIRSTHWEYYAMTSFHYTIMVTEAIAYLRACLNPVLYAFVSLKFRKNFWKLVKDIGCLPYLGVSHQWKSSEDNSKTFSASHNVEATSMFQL
697 NFkB inh = inhibitors of the PMA/ionomycin-induced NF-kB reporter in 697 B cells; 697 B-cell NF-kB luciferase reporter, 16 h; inhibition, % at 4 µM; 0.33% of 330,000 active; in the data active means inhibition above about 35%
Active calls of the source: *; ? = inconclusive; nt = not tested or not shown.

Abbreviations: A = UBC13 polyUb; B = EBI2 block; C = APJ antag; D = Jurkat NFkB inh; E = Gli-Sufu antag; F = CCR6 antagonist; G = CXCR6 block; H = 697 NFkB inh
1. CN(CC(=O)Nc1ccc([N+](=O)[O-])cc1Br)Cc1c(F)cccc1Cl
  A: -8; B: 24; C: 1; D: 14; E: 7; F: 13; G: 6; H: 6
2. CCN(CC)c1c(-c2ccccc2)c2cc(C)ccc2[nH]c1=O
  A: ?; B: -1; C: -37; D: 10; E: 6; F: -2; G: 7; H: -6
3. N=C1C(c2ccccc2)=C(O)CN1c1cccc(S(=O)(=O)NCc2ccco2)c1
  A: 0; B: 1; C: 4; D: -3; E: -4; F: 7; G: 0; H: 18
4. Cc1cc(C(=O)Nc2sc3c(c2C#N)CCC(C)C3)no1 (stereo unspecified)
  A: 0; B: -1; C: 6; D: -48; E: -45; F: -1; G: 8; H: -82
5. Cc1ccc(CN2CCCC(C(=O)N3CCCC3)C2)cc1 (stereo unspecified)
  A: 9; B: -8; C: 4; D: 1; E: 8; F: -2; G: -1; H: 8
6. Cn1c(=O)c2cnc(-c3ccc(C(F)(F)F)cc3)nc2n(C)c1=O
  A: -8; B: -14; C: -6; D: -4; E: 7; F: 1; G: -2; H: -23
7. CCc1cc2c(SCC(=O)NC3CCS(=O)(=O)C3)ncnc2s1 (stereo unspecified)
  A: -9; B: 8; C: -7; D: -1; E: 4; F: 19; G: -2; H: 16
8. Cc1ccc(CS(=O)(=O)CCC(=O)NCCC(C)C)cc1
  A: -7; B: 4; C: -6; D: 11; E: -7; F: -1; G: 3; H: 13
9. CCC1(c2ccc(F)cc2)NC(=O)N(CC(=O)N2CCN(C(=O)c3cccs3)CC2)C1=O (stereo unspecified)
  A: -5; B: -8; C: 3; D: 3; E: -11; F: 8; G: -4; H: 2
10. CNC(=O)C1C2C=CC3(O2)C1C(=O)N(CCOC)C3C(=O)NCc1ccc(OC)cc1 (stereo unspecified)
  A: 2; B: 8; C: 6; D: -6; E: -26; F: 6; G: 6; H: 9
11. Cc1c(O)ccc(C(=O)CN2CCN(c3ccccc3F)CC2)c1O
  A: 1; B: -9; C: 12; D: 14; E: 8; F: 5; G: -4; H: -7
12. O=C(O)[C@H](CSCc1ccccc1)NS(=O)(=O)c1ccc(F)cc1
  A: -3; B: -6; C: 17; D: 22; E: -2; F: -9; G: -1; H: 10
13. O=C1CC(c2ccccc2)CC(O)=C1C=NC1CCCCCC1 (stereo unspecified)
  A: 0; B: 1; C: 11; D: -9; E: -16; F: 13; G: -3; H: -9
14. O=C(CCNS(=O)(=O)c1cccs1)N1CCN(c2cccc(C(F)(F)F)c2)CC1
  A: 4; B: -10; C: -8; D: 13; E: 9; F: 6; G: 0; H: -3
15. C=CCNC(=S)/N=c1/ccccn1CC
  A: 4; B: 2; C: 17; D: 28; E: 3; F: 6; G: 13; H: 12
16. O=C(C[n+]1ccc(/C=N/O)cc1)NC1CCCCC1
  A: -8; B: -6; C: -22; D: 1; E: -11; F: 6; G: -7; H: -1
17. O=C(CSc1ccsc1[N+](=O)[O-])NC1CCCC1
  A: 4; B: -16; C: 5; D: -8; E: 18; F: 3; G: 1; H: 4
18. CCC1(C)Cc2c(sc3nc(SCC(=O)O)[nH]c(=O)c23)CO1 (stereo unspecified)
  A: 2; B: -2; C: 3; D: -13; E: 1; F: 10; G: -6; H: 7
19. O=C(COc1ccccc1Cl)NC(=S)Nc1ccc(CN2CCOCC2)cc1
  A: 33; B: -8; C: -12; D: -3; E: -8; F: 8; G: 12; H: -16
20. COc1ccc(S(=O)(=O)N2CCN(c3ccc4nnc(-c5ccccc5)n4n3)CC2)cc1
  A: 51*; B: -3; C: -7; D: 28; E: 15; F: 4; G: 5; H: 3
21. Cc1sc2nc(SCC(=O)Nc3ccc(Cl)c(C(=O)O)c3)[nH]c(=O)c2c1C
  A: nt; B: 10; C: nt; D: nt; E: -18; F: 3; G: 0; H: nt
22. O=C(COc1ccccc1-c1ccccc1)N/N=C/c1cccnc1
  A: -16; B: 6; C: -7; D: 17; E: 5; F: 9; G: -3; H: 1
23. CN(C)/C=N/c1cnc(C(=O)c2ccc(Cl)cc2)n1C
  A: -4; B: 2; C: -2; D: -98; E: -107; F: 12; G: 4; H: -123
24. O=C(COc1ccc(-c2ccccc2)cc1)N/N=C/c1cc(O)ccc1Br
  A: -6; B: 6; C: -9; D: -3; E: 2; F: 5; G: -7; H: 12
25. CCOc1ncccc1C(=O)Nc1cccc(-n2cnnn2)c1C
  A: 5; B: -8; C: 4; D: 12; E: 9; F: 1; G: 5; H: 5
26. Cc1cc(C)cc(CC(Cc2nc3ccccc3[nH]2)c2nc3ccccc3[nH]2)c1 (stereo unspecified)
  A: -17; B: 30; C: -33; D: -14; E: -16; F: -15; G: 7; H: -36
27. c1csc(Cc2nc3ccccc3[nH]2)c1
  A: -9; B: -8; C: 9; D: 0; E: 2; F: 2; G: 0; H: -2
28. CCOC(=O)/C(=C\c1ccc(OC)c(OC)c1)C(=O)c1cccnc1
  A: -10; B: 5; C: 8; D: 8; E: -23; F: 5; G: 2; H: 12
29. COc1cccc(NC(=O)C2CCCN2C(=O)Nc2cccc(F)c2)c1 (stereo unspecified)
  A: 5; B: -8; C: 14; D: -5; E: -3; F: -10; G: 3; H: 9
30. Clc1ccc(-c2csc(NNC3=NCCCCC3)n2)cc1
  A: 6; B: 7; C: 13; D: -13; E: 9; F: 46; G: 16; H: -7

Arranged by molar mass (smallest number first): 12 of the compounds above
Abbreviations: A = UBC13 polyUb; B = EBI2 block; C = APJ antag; D = Jurkat NFkB inh; E = Gli-Sufu antag; F = CCR6 antagonist; G = CXCR6 block; H = 697 NFkB inh
27. c1csc(Cc2nc3ccccc3[nH]2)c1
  A: -9; B: -8; C: 9; D: 0; E: 2; F: 2; G: 0; H: -2
16. O=C(C[n+]1ccc(/C=N/O)cc1)NC1CCCCC1
  A: -8; B: -6; C: -22; D: 1; E: -11; F: 6; G: -7; H: -1
17. O=C(CSc1ccsc1[N+](=O)[O-])NC1CCCC1
  A: 4; B: -16; C: 5; D: -8; E: 18; F: 3; G: 1; H: 4
23. CN(C)/C=N/c1cnc(C(=O)c2ccc(Cl)cc2)n1C
  A: -4; B: 2; C: -2; D: -98; E: -107; F: 12; G: 4; H: -123
30. Clc1ccc(-c2csc(NNC3=NCCCCC3)n2)cc1
  A: 6; B: 7; C: 13; D: -13; E: 9; F: 46; G: 16; H: -7
25. CCOc1ncccc1C(=O)Nc1cccc(-n2cnnn2)c1C
  A: 5; B: -8; C: 4; D: 12; E: 9; F: 1; G: 5; H: 5
22. O=C(COc1ccccc1-c1ccccc1)N/N=C/c1cccnc1
  A: -16; B: 6; C: -7; D: 17; E: 5; F: 9; G: -3; H: 1
18. CCC1(C)Cc2c(sc3nc(SCC(=O)O)[nH]c(=O)c23)CO1 (stereo unspecified)
  A: 2; B: -2; C: 3; D: -13; E: 1; F: 10; G: -6; H: 7
29. COc1cccc(NC(=O)C2CCCN2C(=O)Nc2cccc(F)c2)c1 (stereo unspecified)
  A: 5; B: -8; C: 14; D: -5; E: -3; F: -10; G: 3; H: 9
21. Cc1sc2nc(SCC(=O)Nc3ccc(Cl)c(C(=O)O)c3)[nH]c(=O)c2c1C
  A: nt; B: 10; C: nt; D: nt; E: -18; F: 3; G: 0; H: nt
24. O=C(COc1ccc(-c2ccccc2)cc1)N/N=C/c1cc(O)ccc1Br
  A: -6; B: 6; C: -9; D: -3; E: 2; F: 5; G: -7; H: 12
20. COc1ccc(S(=O)(=O)N2CCN(c3ccc4nnc(-c5ccccc5)n4n3)CC2)cc1
  A: 51*; B: -3; C: -7; D: 28; E: 15; F: 4; G: 5; H: 3

(listing goes on)
Abbreviations: A = UBC13 polyUb; B = EBI2 block; C = APJ antag; D = Jurkat NFkB inh; E = Gli-Sufu antag; F = CCR6 antagonist; G = CXCR6 block; H = 697 NFkB inh
31. Cn1c(N)c(C(=O)N/N=C/c2ccccc2)sc1=S
  A: 2; B: 39; C: 2; D: -4; E: 4; F: 3; G: -14; H: 10
32. COc1ccc(-n2c3c(c(=O)[nH]c2=O)C(C(F)(F)F)(C(F)(F)F)N=C(CC(C)C)N3)cc1
  A: -5; B: 1; C: -21; D: -4; E: -1; F: 10; G: 2; H: 6
33. O=C(c1ccc(C(F)(F)F)cc1)C1CCCN(C(=O)Cn2cncn2)C1 (stereo unspecified)
  A: 0; B: -14; C: -1; D: -5; E: -3; F: 17; G: 4; H: 3
34. COc1ccc(OC)c2c1cc(C(=O)N[C@H](C(=O)N1CCC(C(=O)O)CC1)C(C)C)n2C
  A: nt; B: -3; C: nt; D: nt; E: 28; F: -9; G: -1; H: nt
35. CCCc1nn(C)c(C(=O)Nc2cccc3ccccc23)c1Cl
  A: 4; B: -3; C: 5; D: 0; E: -4; F: 7; G: -6; H: 8
36. Cc1cc(C)cc(NC(=O)c2cc(C)n(Cc3cccs3)c2C)c1
  A: -9; B: -2; C: 8; D: 93*; E: -13; F: -7; G: 1; H: -291
37. COc1cc(NC(=O)CSc2ncnc3sc4c(c23)CCCC4)c(C(=O)O)cc1OC
  A: 0; B: -5; C: 4; D: -4; E: -8; F: 8; G: -6; H: -15
38. Cc1cc(NC(=O)C(C)SCC(=O)Nc2nnc(CC(C)C)s2)no1 (stereo unspecified)
  A: -6; B: -14; C: 7; D: -3; E: 17; F: 4; G: 4; H: 10
39. Cc1ccnc(NC(c2ccccc2O)c2oc(CO)cc(=O)c2O)c1 (stereo unspecified)
  A: 5; B: 2; C: 4; D: -10; E: -7; F: 0; G: 1; H: -9
40. O=C(O)c1ccccc1SCc1cn2cc(Cl)ccc2n1
  A: -5; B: -4; C: -7; D: -7; E: 24; F: -1; G: -6; H: -39
41. COc1ccc(S(=O)(=O)NCc2ccccn2)cc1NC(=O)c1ccc(C)cc1
  A: -5; B: -9; C: 9; D: 39; E: -13; F: 18; G: -7; H: -15
42. O=C(NNc1ccc(Cl)cc1)c1cccs1
  A: -4; B: 18; C: 33; D: 21; E: 1; F: 18; G: 11; H: 19
43. CC(OC(=O)CCCN=C1NS(=O)(=O)c2ccccc21)C(=O)c1ccccc1 (stereo unspecified)
  A: -12; B: -2; C: 11; D: 10; E: 0; F: 7; G: 0; H: 8
44. Nc1nnc(CC(=O)Nc2ccccc2)s1
  A: -10; B: 1; C: 3; D: -5; E: 4; F: -3; G: 0; H: 1
45. CCOC(=O)c1cccc(NC2c3ccccc3C(=O)N2Cc2ccco2)c1 (stereo unspecified)
  A: 11; B: 5; C: 1; D: 11; E: 37; F: 1; G: -5; H: -5
46. O=C(COc1ccc(Cl)cc1Br)N1CCN(c2ccccc2)CC1
  A: 6; B: 27; C: 3; D: -2; E: 18; F: -2; G: -14; H: 16
47. CCn1c(SCC(=O)NCC2CCCO2)nc2c(c1=O)SC(C)C2 (stereo unspecified)
  A: -3; B: -4; C: -65; D: 10; E: 0; F: -6; G: 4; H: 11
48. Cc1c(N2C(=O)SC(CC(=O)O)C2=O)c(=O)n(-c2ccccc2)n1C (stereo unspecified)
  A: 8; B: -5; C: 12; D: -3; E: 0; F: 2; G: -2; H: 22
49. CC(C)C(NC(=O)CCN1C(=O)c2ccccc2C1=O)c1ccccc1 (stereo unspecified)
  A: -4; B: -11; C: -1; D: 0; E: 23; F: 9; G: -1; H: -4
50. COc1cccc(-c2nnc(-c3ccc(C)o3)o2)c1
  A: 15; B: -3; C: 7; D: -82; E: -114; F: 19; G: 7; H: -85
51. Fc1ccc(-c2nnc(CSc3nnc(-c4ccc5c(c4)OCO5)o3)o2)cc1
  A: -20; B: 7; C: 1; D: -23; E: 0; F: 13; G: 3; H: -17
52. C/C(=N\OC(=O)NC(C)C)c1sc(-c2ccccc2)nc1C
  A: 0; B: 18; C: -14; D: -65; E: -35; F: 3; G: -1; H: -53
53. COc1cc2ccccc2cc1C(=O)Nc1ccc(C)cn1
  A: 11; B: 39; C: -13; D: -159; E: -103; F: 4; G: 3; H: -160
54. O=C(O)CCCc1nc2ccccc2s1
  A: 4; B: 1; C: 10; D: -5; E: -1; F: -16; G: 3; H: 19
55. O=c1cc(-c2ccc(O)c(-c3c(O)cc(O)c4c(=O)cc(-c5ccc(O)cc5)oc34)c2)oc2cc(O)cc(O)c12
  A: -39; B: 8; C: 12; D: -4; E: -9; F: 1; G: 0; H: 40*
56. CC1CCCC(C)N1S(=O)(=O)c1ccc(S(=O)(=O)N2CCOCC2)cc1 (stereo unspecified)
  A: -19; B: 4; C: -18; D: 0; E: 4; F: 6; G: -7; H: 5

Not a hit list. Share with any hit: about 3%.
